# LAP4-GFP MLPCN: modulators of LAP4-GFP expression in yeast, primary screen, S. cerevisiae, multiplex flow cytometry, MLPCN library; AID 2023, 2009; GFP response vs DMSO, % at 10 µM; 320,000 tested, 0.34% active; 3 h; median GFP as percent of DMSO wells;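 active = GFP response vs DMSO above a set limit, about the screen mean plus 3 SD, cut at about 150% in these data; inconclusive = under 70 cell events counted for the yeast strain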
# MEP2-GFP yeast: modulators of MEP2-GFP levels in yeast, primary screen, S. cerevisiae, multiplex flow cytometry, MLPCN library. S. cerevisiae MEP2-GFP strain, 3 h; 100% = DMSO control level. GFP response vs DMSO, % at 10 µM. 330,000 tested, 0.51% active;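 active = GFP response versus DMSO above a set limit, roughly screen mean plus 3 SD, cut at about 180% in these data; inconclusive = fewer than 70 cells counted for a yeast strain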;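 also: median GFP fluorescence of the barcode-gated MEP2-GFP cells per well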
# proCasp7 act: procaspase-7 activators, primary screen, counter-screen for procaspase-3 activator project, biochemical, absorbance, HTS, human | AID 463210, 2010 | activation, % at 8.5 µM | recombinant procaspase-7, Ac-DEVD-pNA absorbance 405 nm; D23A/D198A/D206A triple mutant, cannot self-cleave; scale: DMSO 0, 5 µM enzyme 100 | 330,000 tested, 0.093% active | Caspase-7 (Homo sapiens), P55210;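 active = percent activation above the screen-wide mean plus 3 SD, cut at about 25% in these data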
#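 Replicates: singlicate. Assay system: Procaspase-7 triple mutant (PC-7 D3A). Signal: 405 nm absorbance of p-nitroaniline. Times: 1 h preincubation, 2 h reaction. Buffer or medium: Zinc-free HEPES pH 7.4 with 300 mM NaCl, 0.01% Triton X-100. Also added: DEVD-pNA substrate. Benchmarks: DMSO wells as 0%, DMSO with 5 µM added PC-7 as 100%.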
# AHR act: AHR activators, primary screen, cell-based, luminescence, luciferase reporter, human. 320,000 tested, 2.5% active. Aryl hydrocarbon receptor (Homo sapiens), P35869. AID 2796, 2010. AHR-responsive luciferase reporter cells. activation, % at 5 µM; in the data active = activation above about 47%;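 also: 0% = vehicle wells and 100% = reference agonist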
# Target sequence (P35869 whole entry, looked up): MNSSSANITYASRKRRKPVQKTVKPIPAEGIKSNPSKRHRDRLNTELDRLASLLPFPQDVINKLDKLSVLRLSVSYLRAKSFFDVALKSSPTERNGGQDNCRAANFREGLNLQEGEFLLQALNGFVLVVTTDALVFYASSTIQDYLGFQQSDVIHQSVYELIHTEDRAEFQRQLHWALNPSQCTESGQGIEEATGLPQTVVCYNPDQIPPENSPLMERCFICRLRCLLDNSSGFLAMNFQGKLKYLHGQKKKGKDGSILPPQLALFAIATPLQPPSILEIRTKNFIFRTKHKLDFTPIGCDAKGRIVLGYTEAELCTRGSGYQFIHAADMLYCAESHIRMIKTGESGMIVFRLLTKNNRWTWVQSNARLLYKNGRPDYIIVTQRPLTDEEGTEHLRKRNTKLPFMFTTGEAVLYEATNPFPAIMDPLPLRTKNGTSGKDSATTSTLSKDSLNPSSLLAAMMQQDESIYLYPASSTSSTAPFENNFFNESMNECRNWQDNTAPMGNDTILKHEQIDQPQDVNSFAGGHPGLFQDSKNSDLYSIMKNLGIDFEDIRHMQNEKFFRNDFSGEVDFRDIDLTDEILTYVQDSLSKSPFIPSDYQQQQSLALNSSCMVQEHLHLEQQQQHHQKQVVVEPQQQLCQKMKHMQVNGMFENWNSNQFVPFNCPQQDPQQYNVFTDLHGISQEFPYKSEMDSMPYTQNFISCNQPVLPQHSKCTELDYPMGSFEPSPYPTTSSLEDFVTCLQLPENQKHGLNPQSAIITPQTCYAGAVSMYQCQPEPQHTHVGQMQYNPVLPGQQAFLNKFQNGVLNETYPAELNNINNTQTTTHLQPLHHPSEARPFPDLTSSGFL
# RPL19A TOR yeast: RPL19A-GFP expression modulators in yeast, primary screen, cell-based, S. cerevisiae, multiplex flow cytometry, MLPCN; percent response vs DMSO, % at 10 µM; 330,000 tested, 0.3% active; S. cerevisiae RPL19A-GFP strain, 3 h; hits give low values;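 active = percent response vs DMSO below 50%; inconclusive = fewer than 70 events counted for the yeast strain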;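 also: median channel GFP fluorescence of the barcoded RPL19A-GFP strain; ratio of sample median GFP to plate DMSO average so 100% = DMSO; lower means less RPL19A-GFP as with rapamycin TOR inhibition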
# procasp3 activ: activators of human procaspase-3 D3A mutant, primary screen, biochemical, absorbance, PC-3 D3A mutant, single concentration; Caspase-3 (Homo sapiens), P42574; recombinant procaspase-3 D3A, Ac-DEVD-pNA absorbance 405 nm; activation, % at 8.5 µM; 330,000 tested, 0.11% active;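 active = activation above the mean of all tested compounds plus 3 SD, cut at about 21% in these data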;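 also: 0% = DMSO alone and 100% = DMSO wells spiked with extra 5 µM PC-3 D3A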
# Target sequence (P42574 whole entry D9A/D28A/D175A): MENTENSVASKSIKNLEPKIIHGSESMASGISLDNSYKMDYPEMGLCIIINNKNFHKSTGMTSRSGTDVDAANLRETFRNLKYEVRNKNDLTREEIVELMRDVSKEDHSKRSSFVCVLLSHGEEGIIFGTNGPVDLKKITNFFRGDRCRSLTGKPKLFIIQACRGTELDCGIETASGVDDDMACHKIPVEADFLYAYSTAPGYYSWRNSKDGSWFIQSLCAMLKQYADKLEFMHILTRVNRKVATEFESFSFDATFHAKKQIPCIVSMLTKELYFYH
#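 Technique: 405 nm absorbance of p-nitroaniline, reads at 0 and 120 min; Test system: Procaspase-3 D3A mutant; Incubation: 1 h enzyme-compound preincubation, then 2 h substrate reaction, 25 °C; Repeats: singlicate, each compound tested once; Benchmarks: low control DMSO wells, high control DMSO plus 5 µM PC-3 D3A.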
# CR mimetic SO: reduction of superoxide in aged yeast, primary screen, HTS. S. cerevisiae aged cells, superoxide DHE fluorescence; hits give low values. superoxide response (% of plate mean), % at 10 µM. 330,000 tested, 0.18% active. AID 2690, 2010;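 active = superoxide response under a set limit, about three screen SD below normal, cut at about 65% in these data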;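 also: yeast aged for seven days with compound at 30 °C before DHE staining; 100% = average MFI of all compound-treated wells on the plate with controls excluded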
# JMJD2C inh: inhibitors of GASC-1 histone demethylase, primary screen, biochemical, fluorescence, DELFIA europium; 330,000 tested, 0.069% active; GST-JMJD2C(1-420) H3K9me3 demethylation; inhibition, % at 2.35 µM; AID 2099, 2009; Lysine-specific demethylase 4C (Homo sapiens), Q9H3R0;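 active = more than half of a compound's replicate wells show inhibition beyond 50%, single wells judged on their own value; inconclusive = some, but no more than half, of replicates pass 50% inhibition; inactive = no replicate passes 50% inhibition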;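 also: signal counts dimethyl H3K9 product captured on neutravidin plate; 0% = median of DMSO wells and 100% = 0.3 times that DMSO median; strong numbers were not always called active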
# An asterisk follows results filed as active; i = inactive; ? = inconclusive; . = no result given; & = joins results of further samples.
SMILES,LAP4-GFP MLPCN,MEP2-GFP yeast,proCasp7 act,AHR act,RPL19A TOR yeast,procasp3 activ,CR mimetic SO,JMJD2C inh
COc1cccc(-c2nn(-c3ccccc3)cc2C(=O)O)c1,105,105,3,2,98,-9,112,2
O=C1CS/C(=N\N=C\c2ccccc2Cl)N1CC1CC1,106,98,4,10,100,9,101,3
Cc1ccccc1-n1c(C)cc(/C=N/Nc2ccc([N+](=O)[O-])cn2)c1C,?,?,-13,8,?,-4,89,5
COc1ccc(N(CC(=O)NCCC2=CCCCC2)S(=O)(=O)c2ccc(C)cc2)cc1,107,106,11,1,93,4,89,3
CCOC(=O)c1c(C)[nH]c(C)c1C(=O)COC(=O)CNC(=O)C1CCCCC1,100,97,12,0,103,9,123,2
CC(=O)Cn1nnc(-c2ccc(C(F)(F)F)cc2)n1,113,105,4,2,95,-6,106,-2
CC(C)C[C@@]12C(=O)N(c3cccc(F)c3)C(=O)N1[C@H](c1ccc(Cl)cc1)[C@@H]1C(=O)N(C3CCCCC3)C(=O)[C@@H]12,114,95,4,1,103,0,92,-2
COc1cccc(C(C(=O)NC2CCCCC2)N(Cc2ccco2)C(=O)c2ccccn2)c1 (stereo not drawn),107,106,-1,-2,101,0,91,6
CC(C)NC(=O)c1ccccc1NC(=O)CCS(=O)(=O)Cc1ccccc1,100,93,-7,-1,95,-2,83,14&1
CN(CC1CCCO1)S(=O)(=O)c1ccc(C(=O)Nc2nc3cc4c(cc3s2)OCO4)cc1 (stereo not drawn),101,96,7,-5,98,-4,118,-1
Cc1cccc(-c2nnc(-c3cccc(NC(=O)Cc4cccs4)c3)o2)c1,107,95,6,0,96,-5,132,-2
O=[N+]([O-])c1cccc(S(=O)(=O)c2ccc(NCCO)c([N+](=O)[O-])c2)c1,98,101,-8,-2,102,-8,133,0
O=C(CN1CCCCC1)Nc1ccc(S(=O)(=O)N2CCOCC2)cc1,98,103,-2,-1,104,3,96,5
O=C(COC(=O)c1cc2ccccc2cc1O)Nc1cccnc1Cl,87,100,-6,9,105,3,99,3
COc1ccc(-n2c(SCC(=O)Nc3ccc(C(N)=O)cc3)nc3ccccc3c2=O)cc1OC,95,104,-7,1,104,-5,102,3
Cc1c(N=Cc2ccc(Br)s2)cccc1[N+](=O)[O-],98,97,-3,2,95,-1,91,4
COc1cccc(NC(=O)C2CCCN(S(=O)(=O)c3cccc4nonc34)C2)c1 (stereo not drawn),102,103,4,6,94,0,103,9
COc1ccccc1N1CCN(CC(=O)N(CC(C)C)c2c(N)n(CC(C)C)c(=O)[nH]c2=O)CC1,99,97,6,4,105,1,87,11
CC1=NN(c2ccc(C(=O)O)cc2)C(=O)CC1,90,103,4,-3,102,-5,93,-2
O=[N+]([O-])c1ccc2cn(-c3ccccc3)nc2c1,103,100,-7,6,103,3,96,-24
O=c1[nH]c(=S)[nH]c2scc(-c3ccc(Br)cc3)c12,94,81,-18,-1,92,-12,101,4
CC(C)CC(OC(=O)c1cccs1)C(=O)NCc1cccs1 (stereo not drawn),101,101,-3,1,102,-6,103,-12
CCN(CC)S(=O)(=O)c1cc(NC(=O)CNc2c(C)n(C)n(-c3ccccc3)c2=O)ccc1C,106,100,9,-1,104,-1,105,7
COc1ccc(C)cc1NC(=O)CSc1nnc(COc2ccc(Cl)cc2)n1Cc1ccco1,95,97,2,9,99,1,114,6
CCOC(=O)N1CCN(C(=O)c2ccc3c(=O)n(-c4ccc(OC)cc4)c(=S)[nH]c3c2)CC1,98,107,1,4,103,-4,92,25
CN(C(=O)c1ccc([N+](=O)[O-])cc1)c1ccccc1C(=O)NCc1ccccc1,102,100,0,1,100,-1,96,5
COc1ccc(SCCc2ccncc2)cc1,103,104,-2,8,100,-5,94,30
Cc1ccc(-n2ncc3c2CC(C)(C)CC3NC(=O)c2cc[n+]([O-])cc2)cc1 (stereo not drawn),74,92,0,-1,108,-4,99,-3
CCOc1ccc2nc(NC(=O)c3cccnc3)sc2c1,107,109,3,0,102,6,96,-2
Cc1cc(C)c(NC(=O)CSc2nc3ncc(Br)cc3[nH]2)c(C)c1,93,100,7,12,97,-2,95,11
COc1ccc(-n2nc3c(c2NC(=O)C2CC2)CS(=O)(=O)C3)cc1,88,96,4,2,95,0,111,-9
[O-][n+]1cccc2ncc3cscc3c21,98,115,7,-1,107,9,95,1
CCOC(=O)CCC(=O)Nc1ccc(S(=O)(=O)Nc2cc(OC)nc(OC)n2)cc1,95,98,9,-2,97,3,98,-7
Cc1ccc(Cl)cc1NC(=O)NCc1ccccn1,79,99,-2,4,104,5,95,10
CCN(Cc1ccccc1)C(=O)c1cccc(S(=O)(=O)N2CCN(c3ccc(F)cc3)CC2)c1,111,103,6,0,99,-5,89,-14
CCOc1cccc(CNc2nnnn2C)c1,93,103,8,0,100,1,92,i
O=C(NCCCN1CCCC1)c1ccc(Cn2c(=S)[nH]c3ccc(Br)cc3c2=O)cc1,98,104,0,0,103,-3,115,10
O=C(CSc1nc2c(c(=O)n1-c1ccc(F)cc1)SCC2)NCc1ccco1,100,97,-3,0,96,-2,116,9
CCOC(=O)C1=C(C)N(CCCC(=O)O)C(=O)NC1c1cccc(OC)c1 (stereo not drawn),94,102,-3,0,102,8,91,3
NS(=O)(=O)c1ccc(CCNS(=O)(=O)c2ccc(Cl)s2)cc1,98,101,10,0,97,7,109,-1
O=C(OCc1cc(=O)n2c(n1)sc1ccccc12)c1ccc(O)cc1,93,100,0,12,96,-7,104,-10
Cc1ccc(-c2cc(C(=O)O)c3ccccc3n2)s1,101,109,.,.,105,.,93,4
CCc1ccc(OCC2c3cc(OC)c(OC)cc3CCN2C(=S)NC)cc1 (stereo not drawn),102,91,2,5,95,-4,98,15
COc1ccc(OCCNC(=O)c2cccc(Oc3ccc(C(F)(F)F)cc3[N+](=O)[O-])c2)cc1,92,107,9,8,103,10,90,8
CCOC(=O)c1cnc(-c2ccccc2)nc1N1CCOCC1,88,103,0,48*,99,6,101,-5
CCC(=O)N(Cc1ccco1)c1nc(C(=O)Nc2ccc(Cl)cc2)c(C)s1,99,103,-21,74*,104,-7,86,-15
CCC(C)(C)n1nnnc1C(c1ccc(OC)c(OC)c1)N1CCN(c2ccc(OC)cc2)CC1 (stereo not drawn),104,109,1,-2,108,8,108,9&12
O=C(Nc1cccc(S(=O)(=O)Nc2ccccc2Cl)c1)c1ccc(N2CCCC2)c([N+](=O)[O-])c1,77,87,-6,2,106,0,108,6
CC1CCN(C(=O)COC(=O)c2ccc([N+](=O)[O-])o2)CC1,104,108,5,-1,100,-1,119,4
Nc1sc(-c2ccccc2)cc1C(=O)N/N=C/c1ccc(Cl)cc1,118,105,-2,41,97,-10,109,13
COc1ccc(/C=C(\NC(=O)c2ccc(C)cc2)C(=O)NCCCN2CCOCC2)cc1OC,108,107,2,1,102,-1,107,-2
Cn1nnc(NC(=O)c2ccc([N+](=O)[O-])cc2Cl)n1,93,98,5,0,91,5,103,8
COc1ccc(Cl)cc1NC(=O)CN(C)CC(=O)Nc1ccc(C)cc1Br,103,101,3,4,101,1,118,.
COc1ccc(NC(=O)CSCC(=O)N(C)Cc2ccc(Cl)c(Cl)c2)cc1,91,93,2,-2,92,-4,128,-3
CC(=O)Nc1ncc(N=Nc2cccc(C(F)(F)F)c2)s1,105,106,-4,3,107,3,88,-4
CCc1ccc(NC(=O)CCNC(=O)Cn2cnc3ccccc3c2=O)cc1,98,100,10,1,98,-6,99,-4
Cc1ccc(Nc2cc(C)c(O)c(C)c2)cc1,98,106,-5,16,101,0,94,3
COc1ccc(NC(=O)C2CCC(CNS(=O)(=O)c3csc(C(N)=O)c3)CC2)cc1OC (stereo not drawn),106,106,-2,2,100,8,91,2
COc1cc(OC)cc(-c2c(-c3cccs3)c3cc(-c4ccc5c(c4)OCO5)ccc3n2C)c1,109,99,-2,0,104,1,88,-15
CCOc1cccc2sc(NC(=O)CCS(=O)(=O)c3ccccc3)nc12,102,94,-5,57*,97,8,106,36

# Reformatted: results already given
smiles: CC1CCN(C(=O)COC(=O)c2ccc([N+](=O)[O-])o2)CC1
  LAP4-GFP MLPCN: 104	MEP2-GFP yeast: 108	proCasp7 act: 5	AHR act: -1	RPL19A TOR yeast: 100	procasp3 activ: -1	CR mimetic SO: 119	JMJD2C inh: 4

smiles: CC(=O)Nc1ncc(N=Nc2cccc(C(F)(F)F)c2)s1
  LAP4-GFP MLPCN: 105	MEP2-GFP yeast: 106	proCasp7 act: -4	AHR act: 3	RPL19A TOR yeast: 107	procasp3 activ: 3	CR mimetic SO: 88	JMJD2C inh: -4

# The list continues:
SMILES,LAP4-GFP MLPCN,MEP2-GFP yeast,proCasp7 act,AHR act,RPL19A TOR yeast,procasp3 activ,CR mimetic SO,JMJD2C inh
Cc1cccc(-n2nnnc2SCC(=O)c2cc(C)n(CC3CCCO3)c2C)c1 (stereo not drawn),107,100,6,17,96,3,95,2
O=C(COC(=O)C1CCN(C(=O)c2ccc(Cl)cc2)CC1)Nc1ccccc1F,98,97,-2,-1,92,-2,89,3
CCn1ncc(CN2CCCC(C(=O)c3cccc(OC(C)C)c3)C2)c1C (stereo not drawn),94,99,-6,2,105,-2,117,-5
C/C(=N/NC(=O)c1nnn(-c2nonc2N)c1COc1ccccc1)c1ccccc1,92,93,5,2,98,3,85,7
Nc1nc(N)nc(-c2ccc(Oc3ccccc3)cc2)n1,120,104,1,9,98,0,104,2
Cc1cc(NS(C)(=O)=O)c(=O)n(Cc2c(F)cccc2Cl)c1,102,111,2,2,105,0,87,1
Cc1nn(C)cc1C(C(=O)NC1CCCCC1)N(Cc1ccc(F)cc1)C(=O)c1cnccn1 (stereo not drawn),100,105,7,-1,98,2,96,8
COc1cc(-c2ccccc2)nc(N)n1,108,102,-1,15,98,1,89,0
CCN1C(=O)[C@@H]2[C@@H](c3ccc(SC4CCCCC4)cc3)N3CCC[C@@]3(C(=O)OC)[C@@H]2C1=O,106,96,3,-3,106,3,97,8
Cc1cccc(OCC(=O)NCc2nnc3ccc(C(F)(F)F)cn23)c1C,105,104,4,1,99,1,88,5
Cc1ccc(S(=O)(=O)Nc2cccc(-c3cn4ccsc4n3)c2)cc1,98,102,-8,0,95,3,83,5
Cc1ccc(NC(=O)c2c(C)noc2C)cc1,101,101,14,-4,98,-4,90,-6
O=C(N/N=C/c1cnc(N2CCCCC2)s1)c1ccc(Cl)cc1,122,97,-4,5,93,-5,103,8
COC1OC(COC(=O)c2ccccc2)C(OC(=O)c2ccccc2)C1OC(=O)c1ccccc1 (stereo not drawn),99,109,7,-1,104,1,111,-10

# Screening results as filed in PubChem.
